# Assay outcomes: PubChem BioAssay, several laboratories
# cardiac RTF act = increases calcium sensitivity of human cardiac regulated thin filaments | P19429+P45379 | IANBD-labeled TnC RTF fluorescence at EC20 calcium; 0% EC20 calcium, 100% full calcium | activation, % at 7.2 µM | 0.24% of 340,000 active | AID 493008;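 active means activation above the mean over all tested compounds plus 3 SD, cut at about 30% in these data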;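 further: rise in fluorescence read as greater calcium sensitivity of cardiac thin filaments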
# MITF act = increases MITF-driven TRPM1 promoter luciferase signal | 0.75% of 300,000 active | SK-MEL-5 TRPM1-promoter luciferase, 24 h; % of positive control, neutral wells = 0 | AID 588334 | activation, % at 12.5 µM;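 active means mean activation of at least 80% with every replicate also reaching 80%; inconclusive means mean reaches 80% but some replicate falls short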;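 further: 0% = neutral control wells and 100% = parthenolide positive control wells; values of inactives mirror those of a sister screen read the other way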
# dFosB activator = activators of mouse delta FosB homodimer. purified delta FosB, TAMRA-CDK5 oligo fluorescence polarization; percent of positive-control signal above neutral wells. 0.99% of 340,000 active. AID 493131. P13346. activation, % at 25 µM;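 active means mean activation above about 17%, with every replicate also reaching it, limit read from the data, passing the limit was not always enough; inconclusive means only one of the two conditions met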;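 further: fluorescence polarization rise as delta FosB binds a TAMRA Cdk5 AP-1 oligo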
# SR-BI uptake up = SR-BI HDL lipid transfer activation | CHO ldlA[mSR-BI] cells, DiI-HDL uptake fluorescence, 3 h; 100 = double the neutral-control signal | activation, % at 12.5 µM | 0.096% of 320,000 active | AID 504775;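 active means mean replicate activation of at least 60% and every replicate at or above 60%; inconclusive means mean or all-replicate condition met, but not both; inactive means mean below 60% and not all replicates reaching 60%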;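 further: 0% = median plate neutral-control signal and 100% = twice that signal; values of inactives mirror those of a sister screen read the other way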
#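 material = CHO ldlA[mSR-BI] cells | medium = Ham's F12 with 0.5% BSA, HEPES 25 mM, pH 7.4 | reagent = fluorescent DiI-HDL, 10 µg/mL final | compound dosing = single-point compound dose | incubation = 3 h, 37 °C | measured by = bottom-read fluorescence, 550/595 nm | measure = HDL uptake via cellular fluorescence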
# SR-BI DiI inh = blocks mouse SR-BI lipid uptake from DiI-HDL; ldlA[mSR-BI] CHO cells, DiI-HDL uptake fluorescence, 3 h; Q61009; 0.96% of 320,000 active; inhibition, % at 12.5 µM; AID 488896;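 active means mean replicate inhibition of at least 70% and a set share of replicates each scoring 70 or more; inconclusive means meets just one of the two criteria; inactive means fails both criteria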;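 further: 0% = median of neutral control wells and 100% = median of positive control wells; values of inactives mirror those of a sister screen read the other way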
# Target sequence (Q61009 whole entry, looked up): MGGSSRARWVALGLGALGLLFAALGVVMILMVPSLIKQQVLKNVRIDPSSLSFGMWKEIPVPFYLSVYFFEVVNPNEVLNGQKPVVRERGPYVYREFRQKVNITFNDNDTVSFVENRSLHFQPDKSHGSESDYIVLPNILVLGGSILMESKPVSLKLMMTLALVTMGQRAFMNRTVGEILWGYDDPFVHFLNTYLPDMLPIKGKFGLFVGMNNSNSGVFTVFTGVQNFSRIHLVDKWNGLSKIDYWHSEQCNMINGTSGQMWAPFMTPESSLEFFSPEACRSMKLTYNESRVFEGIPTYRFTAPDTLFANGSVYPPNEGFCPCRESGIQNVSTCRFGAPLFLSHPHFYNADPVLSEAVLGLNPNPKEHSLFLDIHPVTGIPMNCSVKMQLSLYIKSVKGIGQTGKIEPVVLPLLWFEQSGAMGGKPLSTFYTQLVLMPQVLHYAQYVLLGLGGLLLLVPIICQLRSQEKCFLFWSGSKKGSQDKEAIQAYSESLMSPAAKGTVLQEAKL
# CDK5 inh = inhibitors of human CDK5/p35 kinase; AID 488839; inhibition, % at 10 µM; 0.01% of 330,000 active; Q00535+Q15078; Recombinant CDK5/p35, ADP-Glo luminescence, 60 min;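 active means highest replicate inhibition of at least 50% and at least 75% of replicates reaching 50%; inconclusive means only one of the two criteria met; inactive means both criteria failed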;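 further: plate controls were DMSO neutral control for no effect and GW8510 at 10 µM for full effect; many of its hits are not listed in these tables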
# HTR5A ag ctr = HTR5A agonism, opioid heterodimer counter-screen. P47898. HTR5A agonist assay, luminescence, cell-based. activation, % at 9.3 µM. 0.61% of 340,000 active. AID 504692; in the data active means activation mostly above about 9.5%, no sharp cut-off; inactive means mostly below about 7.6%;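 further: 0% = cells with vehicle only and 100% = reference agonist; strong numbers were not always called active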
# Target sequence (P47898 whole entry, looked up): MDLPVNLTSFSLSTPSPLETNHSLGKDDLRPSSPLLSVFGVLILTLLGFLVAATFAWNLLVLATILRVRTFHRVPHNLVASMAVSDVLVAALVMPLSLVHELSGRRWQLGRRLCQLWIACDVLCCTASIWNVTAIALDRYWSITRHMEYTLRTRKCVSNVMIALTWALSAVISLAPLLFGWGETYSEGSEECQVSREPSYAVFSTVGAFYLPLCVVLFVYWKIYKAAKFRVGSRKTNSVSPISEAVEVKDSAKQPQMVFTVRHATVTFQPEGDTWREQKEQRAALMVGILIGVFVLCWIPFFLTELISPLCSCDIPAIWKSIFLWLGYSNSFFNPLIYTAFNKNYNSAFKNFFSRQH
# PvdQ acylase = blocks Pseudomonas aeruginosa PvdQ acylase activity; purified PvdQ acylase, fluorescence plate reader; inhibition, % at 10 µM; 0.063% of 340,000 active; in the data active means inhibition above about 30%, passing the limit was not always enough; inconclusive means no clear call, values can overlap the other calls;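 further: 0% = vehicle neutral wells and 100% = reference inhibitor wells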
# Wnt bcat act = activates Wnt/beta-catenin signaling in a reporter cell assay. activator, plate reader. 1.2% of 300,000 active. activation, % at 9.35 µM; in the data active means activation above about 30%, passing the limit was not always enough; inconclusive means no clear call, values can overlap the other calls;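 further: 0% = neutral control wells and 100% = positive control wells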
# Rtt109 HAT inh = C. albicans Rtt109 histone acetyltransferase inhibition | Q5AAJ8 | purified Rtt109/Vps75, ThioGlo CoA-SH fluorescence, 4 h | inhibition, % at 34.9 µM | 0.16% of 330,000 active | AID 540336;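 active means inhibition of at least 50% in every replicate; inconclusive means best replicate reaches 50% inhibition but some replicates fall short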
# Starred values were filed as active, the others as inactive; ? = inconclusive; / = no result given.
# The line under a structure holds: cardiac RTF act	MITF act	dFosB activator	SR-BI uptake up	SR-BI DiI inh	CDK5 inh	HTR5A ag ctr	PvdQ acylase	Wnt bcat act	Rtt109 HAT inh
> O=C(NC1CC1)C1=C[C@H](c2ccc(Br)cc2)C[C@H](OCc2ccc(CO)cc2)O1
  8.6	-0.2	4.5	-15.7	15.7	0.1	4.6	-15.0	2.0	-6.0
> C=C(C)CSc1[nH]c(=O)cc(C)c1C#N
  /	3.5	3.4	12.0	-12.0	0.0	/	0.3	-0.5	5.8
> Cc1ccc(-n2c(C)cc(/C=C3/C(=N)N4C(c5ccccc5)=CSC4=NC3=O)c2C)cc1
  -4.5	1.5	4.4	-19.4	19.4	-0.9	-1.4	1.1	/	5.6
> O=C(c1cccc(S(=O)(=O)N2CCCC2)c1)N1CCCc2ccccc21
  8.4	-6.0	-9.9	-10.6	10.6	1.0	5.4	-6.7	-1.7	-4.5
> N#Cc1cccc(NC(=O)CN2NS(=O)(=O)c3ccccc3C2=O)c1
  0.1	2.8	-2.1	30.0	-30.0	-0.4	-0.9	-24.2	/	-8.9
> C#CCOCCOCCOCCNc1nc(N2CCOCC2)nc(N2CCN(C(=O)[C@H](CCC(=O)O)n3cc(C(N)Cc4ccc(O)cc4)nn3)CC2)n1 (stereo partly drawn)
  -2.6	0.7	0.4	29.5	-29.5	-3.1	5.1	6.3	/	10.7
> O=C(Nc1sccc1C(=O)NCc1ccco1)c1cccnc1
  -0.3	0.0	-18.1	18.1	-18.1	1.5	2.0	9.8	/	9.4
> COC(=O)C1=CNC=C(C(=O)OC)C1c1ccc(Cl)cc1
  1.2	-4.2	-5.8	-15.4	15.4	2.3	0.5	-16.9	0.6	-256.0
> CCOC(=O)c1[nH]c(C)c(C(=O)c2cc(F)ccc2F)c1C
  6.7	-14.8	-4.2	-15.2	15.2	-0.7	3.6	-4.0	0.4	-3.8
> CCN1CCN(CC(=O)Nc2c(OC)cccc2OC)CC1
  6.8	7.9	-4.2	/	/	-3.9	-3.9	-8.7	1.6	-6.7
> COc1ccc(CN2CCCC(C(=O)N3CCCC3)C2)cc1 (stereo not drawn)
  0.3	/	1.2	-7.6	7.6	2.1	-5.1	2.5	/	-4.5
> C#CCn1cc(/C=C2\NC(=O)NC2=O)c2ccccc21
  -1.4	-1.9	5.9	-35.7	35.7	-3.1	1.5	-1.0	-2.8	3.9
> Cc1c(C(=O)N2CCOCC2)sc(NC(=O)C(C)C)c1C#N
  -0.4	-4.3	6.2	13.7	-13.7	-0.1	8.7	-11.4	-0.6	3.4
> Cc1c2c(n3c(nc4ccccc43)c1C#N)N(CCN1CCOCC1)CC2
  26.1	-9.6	-2.7	20.0	-20.0	-8.2	-2.9	-16.3	1.9	-7.4
> Cc1csc(NC(=O)C(C)Oc2ccc(Cl)cc2C)n1 (stereo not drawn)
  -3.1	26.7	-3.3	-4.4	4.4	0.7	8.2	-17.0	-6.7	-6.8
> O=C(c1ccc(Cl)c(S(=O)(=O)N2CCOCC2)c1)N1CCOCC1
  -6.3	-15.3	-4.8	27.5	-27.5	1.1	-1.4	3.2	-3.1	8.0
> O=C(NNC(=O)C1CC1c1ccccc1)Nc1cccc(Cl)c1 (stereo not drawn)
  1.9	21.9	-0.6	5.3	-5.3	0.4	-1.1	0.0	/	7.2
> NC(=O)Cc1nc(-c2ccc([N+](=O)[O-])cc2)cs1
  -1.4	6.0	1.0	11.8	-11.8	-2.0	0.6	-13.9	-1.2	1.4
> COc1ccccc1NC(=O)Nc1cccc(C(=O)O)c1
  4.9	8.9	-6.7	22.4	-22.4	-2.2	1.2	-11.4	-3.6	2.7
> Cc1ccc(/C=N/NC(=O)Cn2ccc(C(F)(F)F)n2)o1
  -5.8	-10.0	-2.3	3.1	-3.1	0.5	-1.7	-10.3	2.0	-0.8
> O=C(Nc1nccs1)c1ccc(COc2ccccc2Br)o1
  -3.9	61.4	-5.8	-7.0	7.0	-0.7	-6.0	-10.1	/	1.6
> COc1cccc([C@@H]2CC=C(C(=O)O)[C@H](c3ccccc3)N2S(=O)(=O)c2ccc(C)cc2)c1
  -6.7	22.1	-10.5	0.3	-0.3	0.8	-0.5	-6.4	-1.4	-1.6
> CC(C)=CCC/C(C)=C/CNC(=O)C[C@H]1C[C@H](C(=O)N(C(C)C)C(C)C)[C@@]2(C)c3[nH]c4cc(-c5ccco5)ccc4c3CCN2C1=O
  3.3	-18.7	-14.5	-24.6	24.6	-0.4	0.2	-4.6	-13.1	-3.1
> O=C(O)C1=NN(c2ccccc2)C(=O)C1
  1.5	-2.8	-7.7	/	/	-3.8	-1.3	-9.3	1.8	-4.6
> COCCN(C(=O)CSc1nnc(C)n1Cc1ccccc1)c1c(N)n(CC(C)C)c(=O)[nH]c1=O
  2.4	3.9	-7.6	7.4	-7.4	-0.2	0.7	-1.2	-0.5	-3.1
> COc1ccccc1CC(=O)O/N=C(\N)Cc1cccc2ccccc12
  -0.4	-9.0	-3.9	9.7	-9.7	-2.2	-6.2	-5.5	/	4.9
> CC(C)c1ccc(CN2CC(C(=O)O)CC2=O)cc1 (stereo not drawn)
  -2.1	4.9	6.7	27.5	-27.5	1.0	0.8	-10.9	0.1	-3.6
> CCC(=O)c1ccc(OC)c(OC)c1OCc1ccccc1
  -0.8	13.4	2.2	-24.6	24.6	0.1	6.6	7.1	-3.2	7.4
> Cc1c(NS(=O)(=O)c2ccc(NC(=O)CCC(=O)O)cc2)c(=O)n(-c2ccccc2)n1C
  9.6	-8.4	2.1	12.5	-12.5	-3.0	1.0	3.0	1.4	2.7
> CN(C)CCNC(=O)c1onc(CSc2nc3ccccc3[nH]2)c1C(=O)NCCN(C)C
  -2.7	-2.7	7.6	-7.3	7.3	0.4	7.3	-14.8	-3.3	3.1
> CN(C)N1C(N)=C(C#N)C(c2ccccc2)C2=C1CCCC2=O (stereo not drawn)
  -3.6	8.9	-3.2	17.5	-17.5	6.2	-2.5	9.6	-0.7	0.4
> COC(=O)C(NC(C)=O)(Nc1ccccc1)C(=O)OC
  3.5	/	-7.1	19.5	-19.5	-1.3	9.4	4.6	-2.8	4.2
> CCN1C[C@@H]2[C@@H]3C(=O)N(C)C(=O)[C@@H]3[C@](CC)(C1=O)N2C(=O)c1ccc(Cl)cc1
  -0.1	-12.8	-6.5	16.0	-16.0	-0.2	-1.6	-8.5	-1.1	-27.5
> CC(C)c1ccc(N(CC(=O)N2CCN(Cc3ccccc3)CC2)S(C)(=O)=O)cc1
  11.5	-6.7	-17.4	2.7	-2.7	2.6	-3.2	-9.8	-2.2	1.3
> Cn1c(=NC(=O)C2=NNC(=O)CC2)sc2ccccc21
  2.8	-1.8	-12.1	9.8	-9.8	-0.3	-4.6	-6.9	0.6	-0.9
> Cc1ccc(C(O)P(=O)(OCCC(C)C)c2ccc(N(C)C)cc2)cc1 (stereo not drawn)
  -2.6	0.7	-25.0	13.8	-13.8	-2.6	-0.4	-10.8	-3.0	-0.3
> Clc1ccc(CSc2nnc(-c3cccnc3)n2Cc2ccco2)c(Cl)c1
  0.0	11.2	-15.4	-23.2	23.2	0.2	3.0	-10.8	-5.2	8.2
> COc1ccc(CCn2c(-n3nc(C)cc3C)nc3c2c(=O)[nH]c(=O)n3C)cc1
  -1.4	-29.7	0.4	8.2	-8.2	0.7	0.6	-5.4	-0.8	1.4
> C[C@H](NS(=O)(=O)c1ccc(Cl)cc1)C(=O)OCC(=O)Nc1cc(S(=O)(=O)N2CCOCC2)ccc1Cl
  -1.5	12.8	-7.7	8.8	-8.8	0.3	2.0	2.0	-1.4	37.0
> O=C(NC1CCCC1)c1cc(S(=O)(=O)N2CCCC2)ccc1Cl
  -0.2	6.9	-3.9	4.5	-4.5	0.5	-0.5	5.4	-2.2	8.3
> CC(=O)Nc1ccc(-c2csc(Nc3ncccn3)n2)cc1
  4.2	58.1	3.8	/	/	2.4	-0.7	-22.1	33.2*	-15.5
> COC(=O)c1cc(S(=O)(=O)Nc2cc(OC)cc(OC)c2)c[nH]1
  -5.0	-3.8	-9.0	22.0	-22.0	1.4	-1.1	-8.8	-0.8	-16.2
> C=CCNC(=S)N(C1CCCCC1)C1CCCCC1
  -3.3	-3.2	-1.8	2.2	-2.2	-1.8	3.1	11.2	1.4	2.7
> COc1ccc2c(c1)c1ccc3c(c1n2C)C(=O)C=CC3=O
  -4.5	-90.8	0.3	-75.0	?	1.2	6.4	2.3	2.0	7.9
> Cc1nc(NCCc2cnc[nH]2)c2oc3ccccc3c2n1
  -3.2	-2.2	-20.1	-0.1	0.1	0.7	-1.7	-11.6	-4.6	-10.9
> C[C@@H]1CN([C@@H](C)CO)C(=O)c2cc(NC(=O)Nc3ccc4c(c3)OCO4)ccc2O[C@H]1CN(C)S(=O)(=O)c1cn(C)cn1
  -4.2	8.0	-8.9	-6.3	6.3	0.0	8.2	-9.4	2.8	5.9
> CC(NC(=O)C(Cc1ccccc1)N1C(=O)C2C3CCC(C3)C2C1=O)c1ccccc1 (stereo not drawn)
  -1.0	9.7	-3.5	12.4	-12.4	0.9	-7.5	3.5	/	5.3
> Cc1sc2nc(SCC(=O)N3CCN(CCO)CC3)n(-c3ccccc3)c(=O)c2c1C
  1.5	-6.6	-3.2	30.2	-30.2	-4.2	5.7	-13.1	/	-4.4
> CC1CCCCN1CCCNc1ccc(C(CC(N)=O)NC(=O)c2ccccc2)cc1[N+](=O)[O-] (stereo not drawn)
  1.0	1.0	1.2	13.8	-13.8	0.2	-1.9	-21.3	1.4	9.1
> O=C(NCCC1=CCCCC1)NC12CC3CC(CC(C3)C1)C2
  -1.5	?	0.8	-9.7	9.7	1.2	5.7	-3.7	29.7	13.6

# Quoted at random: three compounds from above, in no set order.
# The line under a structure holds: cardiac RTF act	MITF act	dFosB activator	SR-BI uptake up	SR-BI DiI inh	CDK5 inh	HTR5A ag ctr	PvdQ acylase	Wnt bcat act	Rtt109 HAT inh
> CN(C)CCNC(=O)c1onc(CSc2nc3ccccc3[nH]2)c1C(=O)NCCN(C)C
  -2.7	-2.7	7.6	-7.3	7.3	0.4	7.3	-14.8	-3.3	3.1
> Cc1csc(NC(=O)C(C)Oc2ccc(Cl)cc2C)n1 (stereo not drawn)
  -3.1	26.7	-3.3	-4.4	4.4	0.7	8.2	-17.0	-6.7	-6.8
> COc1ccc2c(c1)c1ccc3c(c1n2C)C(=O)C=CC3=O
  -4.5	-90.8	0.3	-75.0	?	1.2	6.4	2.3	2.0	7.9
